# Bioassay records from PubChem.
# Cav3 T inh: human Cav3.2 channel inhibition, primary screen | Cav3.2-expressing cells, Fluo-4 calcium fluorescence FDSS; active compounds read low | B-score at 10 µM | 100,000 compounds, 4% hits | AID 449739;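 active means single-dose well whose peak fluorescence ratio is a statistical outlier from its plate by either plate-standardised score or position-corrected B-score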
# Active calls of the source: *. A portion of the library (hit frequency here may not be typical).
Cav3 T inh	structure
-0.043	CCn1c(NC(=O)Nc2ccccc2OC)nc2ccccc21
1.2	CCCCn1c(=O)[nH]c(=O)c2c1nc(-c1ccncc1)n2CCOC
-0.24	CCc1cccc(CC)c1N(COC)C(=O)Cn1nnc2ccccc21
0.47	O=C(Nc1ccccc1)N1CCCC1
-4.6*	CCOc1ccc(S(=O)(=O)NCCC(=O)OC(C)C(=O)N2CCc3ccccc32)cc1 (stereo not given)
1.4	Cc1ccc(C23OC(=O)C(C)(C)C2OC(=O)C3(C)C)cc1 (stereo not given)
-0.042	CCn1c2ccccc2c2cc(C3C(C#N)=C(C)NC(C)=C3C#N)ccc21
0.64	CC1(C)CC(=O)C2=C(C1)OC(N)=C(C#N)C21CCN(C(=O)OCc2ccccc2)CC1
-3.7	CS(=O)(=O)N(Cc1ccco1)CC(O)Cn1c2ccccc2c2ccccc21 (stereo not given)
0.023	Cc1nc2ccc(-n3ccc(=O)cc3)cc2s1
-0.31	Cc1ccc(S(=O)(=O)N(C)CCCC(=O)NCc2ccc3c(c2)OCO3)cc1
-2.7	CCOc1ccccc1N1CCN(S(=O)(=O)c2cccc3nsnc23)CC1
-0.0049	NS(=O)(=O)c1ccc(CNC(=O)NC2(c3ccccc3)CC2)cc1
0.15	Cc1ccc(N(CC(O)CN2CCOCC2)S(=O)(=O)c2ccc3ccccc3c2)cc1 (stereo not given)
-0.2	CCCOC(=O)c1ccc(Oc2c(-c3ccc(OCC)cc3O)n[nH]c2C)cc1
0.054	O=C1C(=O)c2ccc(-c3ccccc3)cc2-c2ccccc21
-0.89	CN(C)c1ccc(N=c2sc3ccccc3n2C)cc1
0.55	COc1ccc(S(=O)(=O)CCC(=O)O)cc1
-4.1*	COc1ccc(Cn2nnnc2C(c2cccs2)N2CCCCCC2)cc1 (stereo not given)
0.57	COc1ccc(NC(=O)C2C3C=CC(C3)C2C(=O)NCc2ccco2)cc1 (stereo not given)

# 3 compounds out of the list, ordered by count of non-hydrogen atoms, ascending:
Cav3 T inh	structure
-0.89	CN(C)c1ccc(N=c2sc3ccccc3n2C)cc1
-0.0049	NS(=O)(=O)c1ccc(CNC(=O)NC2(c3ccccc3)CC2)cc1
-0.042	CCn1c2ccccc2c2cc(C3C(C#N)=C(C)NC(C)=C3C#N)ccc21

# (listing goes on)
Cav3 T inh	structure
-1.5	CCN(CC(=O)NCc1ccc(F)cc1)Cc1nc2cc(Cl)ccc2c(=O)[nH]1
-2	O=C(NCCCCc1ccccc1)C1CC(c2ccccc2C(F)(F)F)=NO1 (stereo not given)
-0.1	Cn1c(CSc2ncccn2)nnc1SCC(=O)N1CCCCC1
0.95	COc1cc2c(cc1OC)C1=NC(=O)CN1C(SCc1ccccc1C)=N2
-0.015	Cc1c(-c2ccco2)[n+](=O)c2c(n1[O-])CCC2
0.38	Cc1ccsc1/C=N/n1c(-c2ccco2)n[nH]c1=S
0.14	O=C(Cc1c(O)c2ccccc2[nH]c1=O)NCc1ccccc1
-0.37	O=C1C(Cl)=C(N2CCOCC2)C(=O)N1CCc1ccccc1
-0.36	CC(C)c1nc2n[nH]c(N)c2c2c1CCC2
-4.6*	Cc1ccccc1N1CCN(c2ncnc3c2cnn3Cc2ccc(Cl)cc2)CC1
-3.7	CSCc1cc(N2CCOCC2)nc(SCc2ccc(Cl)c(Cl)c2)n1
0.0097	CCOC(=O)c1[nH]c2ccc(F)cc2c1NC(=O)C1=COCCO1
-0.081	Cc1cc(=O)oc2cc(OC(C)C(=O)O)c(Cl)cc12 (stereo not given)
-0.8	c1ccc(-c2ccc(Oc3cc(N4CCOCC4)nc(-c4ccccc4)n3)cc2)cc1
0.0021	CN(C)C(/C=C/Nc1ccc(C#N)cc1)=C(C#N)C#N
1.6	O=C(Cn1c(SCc2ccccc2)nc2ccccc21)N1CCOCC1
-3.1	COc1ccccc1NS(=O)(=O)c1cc([N+](=O)[O-])ccc1N/N=C/c1c(C)[nH]c2ccccc12
-1.3	O=C(NCCN1CCN(c2ccccc2)CC1)c1cccn2c(=O)c3cc(Cl)ccc3nc12
-0.21	COc1cccc(-c2cc(C(=O)Nc3cccnc3)no2)c1
-1.8	CC(C)COC(=O)C1C2C=CC3(CN(C(C)c4ccc(Br)cc4)C(=O)C13)O2 (stereo not given)

# Later entries
Cav3 T inh	structure
0.94	Cc1ccc(S(=O)(=O)N2CCOC2CNC(=O)C(=O)NCc2cccnc2)cc1 (stereo not given)
-1.6	O=C(CSc1nccn1-c1ncc(C(F)(F)F)cc1Cl)c1ccc(Br)cc1
-0.7	O=C(NCc1ccco1)c1cccc(-c2nnc(-c3ccccc3)o2)c1
-0.87	COc1ccc(NC(=O)CC2COc3ccccc3O2)c(OC)c1 (stereo not given)
1.4	COc1cc(CNCCO)ccc1OC1CCCC1
-0.87	COC(=O)C(NNc1ccccc1)(NC(=O)c1ccccc1F)C(F)(F)F (stereo not given)
1	CCOC(=O)C1C(=O)CC(C)(O)C(C(=O)OCC)C1c1cccs1 (stereo not given)
-0.28	CC(=O)Nc1ccc(SCC(=O)c2cc(C)n(Cc3cccs3)c2C)cc1
-1.2	COc1ccc2[nH]c(=O)c(C(c3nnnn3C(C)(C)C)N(Cc3ccco3)CC3CCCO3)cc2c1 (stereo not given)
0.17	CCOC(=O)c1sc(NC(=O)c2cccs2)nc1C
-3	Cc1cc(C(=O)NN)c2cc(Br)ccc2n1
0.58	COc1ccc(NC(=O)c2cnc3sccn3c2=O)cc1
1.4	CCOc1ccc2[nH]c(=S)[nH]c2c1
1.7	COc1ccc(CNC(=O)Cc2ccc(OC)c(S(=O)(=O)N3CCOCC3)c2)cc1
-1.1	Cc1ccc(NC(=O)c2ccccc2Cl)c(Cl)c1
-5.8*	Clc1ccc(Cn2ncc3c(NCc4ccco4)ncnc32)c(Cl)c1
0.46	CC(CNC(=O)C(C)C)NC(=O)C(C)C (stereo not given)
-6.6*	Cc1cccc(C)c1OC1(c2ccccc2)OC(=O)c2ccccc21 (stereo not given)
-0.88	O=C(O)c1n[nH]c2c1CCCC2
0.075	O=C(O)CN=C(NS(=O)(=O)c1ccc(Cl)cc1)c1ccccc1

# Sorted by the number under Cav3 T inh (high to low): 6 of the compounds above.
smiles	Cav3 T inh
COc1ccc(CNC(=O)Cc2ccc(OC)c(S(=O)(=O)N3CCOCC3)c2)cc1	1.7
CCCCn1c(=O)[nH]c(=O)c2c1nc(-c1ccncc1)n2CCOC	1.2
O=C(Nc1ccccc1)N1CCCC1	0.47
CCn1c(NC(=O)Nc2ccccc2OC)nc2ccccc21	-0.043
CCc1cccc(CC)c1N(COC)C(=O)Cn1nnc2ccccc21	-0.24
CCOc1ccc(S(=O)(=O)NCCC(=O)OC(C)C(=O)N2CCc3ccccc32)cc1 (stereo not given)	-4.6*

# Carrying on.
Cav3 T inh	structure
-11*	CCn1c(=NC(=O)CSC(C)=O)sc2cc(F)ccc21
-0.0058	O=C(OCCN1CCOCC1)c1cccs1
-0.42	COc1ccc(Nc2nc(N3CCCCC3)nc(N3CCCCC3)n2)c(OC)c1
0.29	CCN(CC)S(=O)(=O)c1cccc2cccnc12
-0.065	Cc1ccc(C2=NOC(c3nnc(-c4ccccc4)o3)C2)cc1 (stereo not given)
0.08	CCC(C)Sc1nc2c(cnn2-c2ccc(C)c(C)c2)c(=O)[nH]1 (stereo not given)
0.35	CC(=O)Nc1ccc(NC2(C)C(=O)c3ccccc3C2=O)cc1
0.23	O=C(Cn1c(CN2CCCCC2)nc2ccccc2c1=O)NC1CCCCC1
-0.025	COc1cccc2[nH]c3c(=O)n(CCN(C)C)cnc3c12
0.13	Cc1cc(C)c2c(=O)[nH]c(SCC(=O)NCc3ccccc3)nc2n1
0.11	CCNC(=O)CC1C(=O)N(c2ccc(C)cc2)C(=O)N1CCc1ccc(OC)c(OC)c1 (stereo not given)
-0.021	CCOC(=O)N1CCC(NC(=O)CSCc2cnn(-c3ccccc3)c2-n2cccc2)CC1
-0.39	Cc1cc(C)nc(Nc2n[nH]c(-c3ccccc3Br)n2)n1
0.34	c1ccc(CNC2=NCCCCC2)cc1
0.28	COc1ccc(N2CCN(C(=O)Cc3ccc(-n4c(=O)[nH]c5ccccc5c4=O)cc3)CC2)cc1
-0.22	O=C(Nc1cccnc1)c1scc2c1OCCO2
0.039	Cc1cc(NC(=O)CSC2=NCCS2)no1
-2.2	CCCCCCCCCCCCN1[C@@H](CC(=O)O)c2cc(C(F)(F)F)ccc2S1(=O)=O
2.2	COc1cccc(C(=O)NC2CCN(C(=O)N3CCCCC3)CC2)c1
-0.013	NC1=NC[C@H](Cc2ccc(O)cc2)N1CCc1cccc2ccccc12

# The last 5 compounds of the section before open the next one:
Cav3 T inh	structure
-0.22	O=C(Nc1cccnc1)c1scc2c1OCCO2
0.039	Cc1cc(NC(=O)CSC2=NCCS2)no1
-2.2	CCCCCCCCCCCCN1[C@@H](CC(=O)O)c2cc(C(F)(F)F)ccc2S1(=O)=O
2.2	COc1cccc(C(=O)NC2CCN(C(=O)N3CCCCC3)CC2)c1
-0.013	NC1=NC[C@H](Cc2ccc(O)cc2)N1CCc1cccc2ccccc12
-1.5	O=C(Cn1cnc2ccccc2c1=O)Nc1nnc(SCc2ccccc2)s1
-1.1	Cc1c(C)n(C(=O)CN2CCN(c3ccccc3)CC2)c2ccccc12
0.011	O=C(c1n[nH]c(=O)c2ccccc12)N1CCN(c2ccc(F)cc2)CC1
-1.3	CCOC(=O)C1CCN(C(=O)COC(=O)CCOc2ccc(C)cc2)CC1
-0.19	O=C(CSc1nnc(-c2ccccc2)n1-c1ccccc1)NCc1ccco1
-0.12	Brc1ccc2nc(CSc3ncn[nH]3)cn2c1
-5.4*	OCCn1c(-c2ccc3c(c2)OCO3)csc1=Nc1ccccc1
-1.6	COc1ccc(C2=Nn3c(nnc3C3CCCCC3)SC2)cc1OC
0.029	O=C(Nc1ccc(-c2csc(Nc3cccc(C(F)(F)F)c3)n2)cc1)c1ccccc1
0.037	FC(F)(F)C(F)(F)C(F)(F)c1nnc2ccc(N3CCOCC3)nn12
-9.4*	COC(=O)CNC(c1ccccc1)c1cc(Br)ccc1NC(=O)OCc1ccccc1 (stereo not given)
-0.18	CC1=CC(C)(C)N2C(=O)C3(C(C#N)=C(N)OC4=C3C(=O)CC(C)(C)C4)c3cc(C)cc1c32 (stereo not given)
-5.9*	O=C(NCc1ccccc1)c1ccc(C(=O)N(C2CCCCC2)C2CCCCC2)cc1
1.2	COc1ccccc1N1CCN(C(=O)Cn2c(=O)[nH]c3ccsc3c2=O)CC1
0.08	CC(=O)OC(C(=O)NC1CCCCC1)c1ccc(Cl)cc1 (stereo not given)
-0.015	O=C(O)CCC(=O)Nc1ccc(Br)c(Cl)c1
-0.056	Cc1cc(N2CCCC2=O)cc(C)c1S(N)(=O)=O
-0.44	Cc1sc(NC(=O)C2CC=CCC2C(=O)O)c(C(=O)OC(C)C)c1C (stereo not given)
0.17	Cc1noc(C)c1S(=O)(=O)N1CCCC(C(=O)N2CCC(C)CC2)C1 (stereo not given)
-0.091	CN(Cc1ccccc1)C(=O)CCn1c(=O)oc2ccccc21

# The list continues:
Cav3 T inh	structure
-0.29	O=C1C(=O)N(CCN2CCOCC2)C(c2ccccn2)/C1=C(/O)c1ccc(F)cc1 (stereo not given)
-0.014	CCn1c(SCc2nc3ccccc3[nH]2)nnc1-c1ccccc1OC
-0.018	CCSc1cnn(-c2ccccc2)c(=O)c1SCC
-6*	N#Cc1c(NC(=O)COC(=O)C2CC3C=CC2C3)oc(-c2ccccc2)c1-c1ccccc1 (stereo not given)
0.41	Cc1ccnc(N2CCC(C(=O)Nc3ccc4c(c3)OCO4)CC2)n1
0.38	COc1ccccc1-c1nnc(SCC(=O)N2CCOCC2)n1-c1ccccc1
-3.5	c1ccc(CCn2nnnc2C(c2cccs2)N2CCN(Cc3ccc4c(c3)OCO4)CC2)cc1 (stereo not given)
0.86	Cc1nc2ccccn2c1C(=O)CSc1ccc(Cl)cc1Cl
0.26	N#Cc1ccc2ccn(CC(=O)NC3CCCCC3)c2c1
0.028	Cc1c(NC(=O)/C=C/c2cccs2)c(=O)n(-c2ccccc2)n1C
-1.5	COc1ccc(S(=O)(=O)Nc2ccc3ccccc3c2)cc1C
-0.19	COc1ccc(C(=O)n2cnc(N)n2)cc1
0.59	Cc1ccc(NC(=O)C2(S(=O)(=O)c3ccc(C)cc3)CC2)cc1
-0.58	C=CCOC(=O)C1=C(C)N(C)C(=O)NC1c1cc2c(cc1Br)OCO2 (stereo not given)
2.5	CC1CCC(Nc2nnnn2-c2ccccc2)CC1 (stereo not given)
3.2	Cc1nc2nc(SCC(=O)N3CCOCC3)nn2c(C)c1Cc1c(F)cccc1Cl
-0.22	O=C(NC12CC3CC(CC(C3)C1)C2)C1CC(=O)N(c2ccccc2)C1 (stereo not given)
-3.4	CCOC(=O)c1cnc2ccc(OC)cc2c1Nc1ccc2c(c1)OCCO2
-0.48	COc1ccc(C(=O)Cn2nnc(-c3ccccc3NC(=O)C(F)(F)F)n2)cc1
1.1	CN(C)c1ccc(NC(=O)Nc2ccc3snnc3c2)cc1

# Next part
Cav3 T inh	structure
0.55	CC(=O)c1cnc(Nc2ccccc2)s1
0.85	CCCC(=O)Nc1cc(-c2nc3ncccc3o2)ccc1C
0.1	Cn1cc(S(=O)(=O)Nc2cccc(F)c2)c(=O)n(C)c1=O
-1.7	COc1ccccc1CNc1ccc(N2CCCCC2)cc1
-0.0099	CCOc1cc(NC(=O)c2ccco2)c(OCC)cc1NC(=O)Cc1ccc(OC)c(OC)c1
1.1	CC(C)NC(=O)CSc1nnc(-c2ccc(S(=O)(=O)N3CCCC3)cc2)n1CC1CCCO1 (stereo not given)
-0.25	CSC1=N/C(=C\c2ccc(F)cc2)C(=O)S1
-5.6*	Cc1nn(-c2ccccc2)c(N2CCCC2)c1/C=N/n1cnc2scc(-c3ccccc3)c2c1=O
0.002	COc1nc(-c2ccccc2)ccc1-c1noc(-c2cccnc2)n1
0.2	O=C(Nc1ccccc1C(=O)NCCCn1ccnc1)c1ccccc1
0.41	CCOC(=O)c1c(C)nc(-c2ccccc2)nc1N
-0.043	COc1ccc(N2CCN(c3oc(-c4ccc(OC)c(OC)c4)nc3C#N)CC2)cc1
-1.6	N#Cc1c(C(F)(F)F)cc(-c2ccc(Cl)c(Cl)c2)nc1SCCN1CCOCC1
